PostGolgi ctrl = growth of the yeast control strain, post-Golgi counter-screen; efflux-deficient yeast background strain, growth absorbance A615, 16 h; inhibition, % at 10 µM; 98,000 compounds, 5% hits; in the data active = inhibition above about 30%
sEH activator = increases human soluble epoxide hydrolase activity. P34913. purified human sEH enzymatic activity, activator screen. activation, % at 2 µM. 91,000 compounds, 0.04% hits; in the data active = activation above about 37%; note: values of inactives mirror those of a sister screen read the other way
Target sequence (P34913 whole entry, looked up): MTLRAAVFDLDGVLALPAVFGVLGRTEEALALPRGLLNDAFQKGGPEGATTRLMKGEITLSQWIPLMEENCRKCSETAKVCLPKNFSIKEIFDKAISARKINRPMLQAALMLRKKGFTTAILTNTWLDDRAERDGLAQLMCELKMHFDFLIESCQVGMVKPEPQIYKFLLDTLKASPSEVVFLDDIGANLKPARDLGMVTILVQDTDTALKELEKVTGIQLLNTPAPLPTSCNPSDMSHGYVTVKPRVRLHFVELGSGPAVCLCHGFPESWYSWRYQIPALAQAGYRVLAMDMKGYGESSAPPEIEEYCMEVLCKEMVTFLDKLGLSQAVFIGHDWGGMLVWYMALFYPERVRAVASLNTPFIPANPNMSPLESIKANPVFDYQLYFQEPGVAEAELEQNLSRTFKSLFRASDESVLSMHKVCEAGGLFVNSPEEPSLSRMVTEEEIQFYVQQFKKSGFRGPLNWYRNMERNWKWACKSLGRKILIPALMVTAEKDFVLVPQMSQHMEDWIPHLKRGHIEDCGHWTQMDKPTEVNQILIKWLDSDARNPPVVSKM
Fibroblast inh = blocks proliferation of human lung fibroblasts; viability, % at 10 µM; LL 47 human lung fibroblast viability, ATP luminescence; active compounds read low; 85,000 compounds, 1.1% hits;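 active = viability at or below 50% in the single dose screen; inactive = viability above 50%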;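 note: compound exposure lasted 72 h before the ATP readout; 100% = median luminescence of untreated cell-only wells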
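Material: Human LL 47 lung fibroblast cells | Input: 1,150 cells/well | Buffer or medium: IMEM plus 15% FBS | Compound dosing: 0.1% DMSO in all compound wells | Times: Overnight cell rest, 72 h compound treatment at 37 °C | Signal: CellTiter-Glo luminescence measuring cellular ATP | Measure: % viability versus median cells-only luminescence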
H69AR growth 86K = blocks growth of human H69AR lung tumor cells; 85,000 compounds, 6% hits; AID 598; viability, % at 10 µM; H69AR lung tumor viability, ATP luminescence, 72 h; active compounds read low;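 active = viability at or below 40%; inactive = viability above 40%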;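 note: multidrug resistant small cell line overexpressing MRP-1 efflux transporter; 100% = mean luminescence of untreated control wells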
HUVEC prolif 384 = blocks proliferation of human endothelial cells; 86,000 compounds, 1.1% hits; viability, % at 10 µM (by protocol); AID 648; HUVEC proliferation, CellTiter-Glo luminescence, 72 h; active compounds read low;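 active = viability at or below 30%; inactive = viability above 30%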;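 note: 100% = median luminescence of DMSO-only cell control wells on each plate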
S1P2 blocker = blocks the human S1P2 receptor; O95136; 97,000 compounds, 0.21% hits; cell-based S1P2 antagonist assay, inhibition at 5 uM; AID 736; inhibition, % at 5 µM; in the data active = inhibition above about 45%;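 note: CRE beta-lactamase reporter cells expressing human S1P2 stimulated with S1P; 0% = agonist at EC80 alone and 100% = agonist plus reference antagonist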
Target sequence (O95136 whole entry, looked up): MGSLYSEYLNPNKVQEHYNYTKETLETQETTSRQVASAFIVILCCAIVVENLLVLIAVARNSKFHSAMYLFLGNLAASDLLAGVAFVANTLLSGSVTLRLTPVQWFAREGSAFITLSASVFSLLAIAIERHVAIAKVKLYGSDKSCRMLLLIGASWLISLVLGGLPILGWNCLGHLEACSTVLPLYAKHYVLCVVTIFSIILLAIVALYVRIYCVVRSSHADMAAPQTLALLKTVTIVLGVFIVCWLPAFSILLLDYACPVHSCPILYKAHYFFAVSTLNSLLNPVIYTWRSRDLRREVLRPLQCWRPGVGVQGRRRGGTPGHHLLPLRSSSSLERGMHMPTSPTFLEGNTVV
S1P2 agonist = agonists of human S1P2 receptor; O95136; S1P2-expressing cell line, agonist reporter read-out; activation, % at 4.5 µM; 97,000 compounds, 0.46% hits; AID 729; in the data active = activation above about 16%;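 note: 0% = vehicle low control and 100% = maximal reference agonist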
LYP act = LYP (human) phosphatase activation | activation, % at 2 µM | recombinant LYP, DiFMUP fluorescence; 0 = plate median, 100 = signal doubled | 96,000 compounds, 0.11% hits | AID 697 | Q9Y2R2;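 active = activation at 2 µM above a set limit, the mean plus 5 SD, cut at about 37% in these data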
sEH inh = soluble epoxide hydrolase (human) inhibition. inhibition, % at 2 µM. 91,000 compounds, 0.34% hits. recombinant human sEH enzymatic activity assay. P34913; in the data active = inhibition above about 80%; note: values of inactives mirror those of a sister screen read the other way; many of its hits are not listed in these tables
Numbers without * were called inactive; . = no result given. These rows are one share of the data; rates above refer to the full screens.

SMILES | PostGolgi ctrl | sEH activator | Fibroblast inh | H69AR growth 86K | HUVEC prolif 384 | S1P2 blocker | S1P2 agonist | LYP act | sEH inh
O=C1CCCCCC1C1(O)C(=O)Nc2ccc(Br)cc21 (configuration not stated) | -1 | -18 | . | . | . | 10 | -1 | 3 | 18
C=CCSC1=C(C#N)C(c2ccc(OCC)cc2)CC(=O)N1 (configuration not stated) | 5 | . | 102 | 87 | 91 | 11 | -2 | 20 | .
Cc1onc(-c2ccccc2)c1C(=O)Nc1ccc2c(c1)OCO2 | 1 | -13 | . | 46 | 70 | 14 | -5 | -6 | 17
CCOc1ccc(-c2nc(N)ncc2Oc2cccc(OC)c2)c(O)c1 | 27 | 0 | 92 | 14* | 94 | -32 | 1 | 12 | -3
CCCOc1ccc(C(=O)NNC(=S)NC(=O)c2cc(-c3ccccc3)nc3ccccc23)cc1 | 16 | -8 | . | . | . | 11 | -6 | 4 | 13
CCn1c(=O)cc(OCC(=O)NCCCN2CC(C)CC(C)C2)c2ccccc21 (configuration not stated) | 6 | 4 | 97 | 103 | 90 | 17 | -4 | 8 | -6
Cc1cc2n(n1)SC(Nc1cc(Cl)ccc1Cl)N2 (configuration not stated) | . | -4 | 88 | 90 | 88 | -1 | -3 | -9 | 2
COCCCNC(=O)c1cccc(C(=O)NCCCOC)c1 | 41* | . | . | 89 | 108 | 12 | -9 | 12 | .
Cc1ccc(C2=[N+]([O-])C3(CCCCC/C3=N\NC(N)=S)N(O)C2(C)C)o1 (configuration not stated) | -3 | -2 | 101 | 90 | 89 | -10 | -3 | 4 | 5
C/C(Cl)=C/CN1C(=O)C2C3C=CC(C3)C2C1=O (configuration not stated) | 14 | 9 | 102 | 95 | 92 | 8 | -3 | -3 | -7
CCOc1ccc(NC(=O)N(C2CCCCC2)C2CCN(C(C)=O)CC2)cc1 | . | -9 | . | . | . | -10 | -3 | -9 | 8
Cc1cc(C)nc(SCc2ccc(C(=O)O)o2)n1 | -3 | . | 106 | 96 | 104 | 18 | -4 | -12 | .
COc1ccc(C(c2nnnn2CC2CCCO2)N2CCN(c3cccc(C)c3C)CC2)cc1 (configuration not stated) | 7 | -1 | 98 | 83 | 107 | 13 | 0 | -5 | 2
Cc1cc(N2CCCC2)nc(SCC(=O)c2ccccc2)n1 | . | 2 | 96 | 74 | 101 | 0 | 1 | -9 | 1
CC(OC(=O)c1nsc(Cl)c1Cl)C(=O)NC(C)(C)C (configuration not stated) | . | 9 | 99 | 86 | 90 | -19 | -2 | -17 | -6
Cc1nn(-c2ccccn2)c2c1C(c1ccsc1)C1=C(CCCC1=O)N2 (configuration not stated) | 15 | . | 93 | 63 | 100 | . | . | . | .
CN/C=C1\C(=O)C(C)(C)Oc2ccc3ccc(=O)oc3c21 | 24 | -1 | 96 | 73 | 73 | -9 | -1 | 2 | -3
CC1=C(C(=O)OCc2ccccc2)C(c2ccsc2)C(C#N)=C(N)O1 (configuration not stated) | . | -20 | 112 | 77 | 103 | -4 | -1 | 8 | 22
COC(=O)c1sc2ncccc2c1OCc1cccc(Cl)c1 | 5 | 9 | . | . | . | -3 | -1 | -2 | -10
CCOC(=O)c1[nH]c(C)c(C(=O)OCCN2C(=O)c3ccccc3C2=O)c1C | 1 | . | 101 | 34* | 79 | -29 | 5 | -1 | .
Cc1nnc(SCC(=O)NCCOc2ccc(Cl)cc2)n1-c1ccccc1 | 7 | -8 | 100 | 105 | 104 | 1 | -3 | -1 | 10
N#Cc1ccc(-c2nnnn2-c2ccc3c(c2)OCO3)cc1 | 9 | -8 | 99 | 96 | 99 | 1 | -2 | -1 | 8
CC(=O)C1=C(O)C(=O)N(Cc2ccco2)C1c1ccccc1 (configuration not stated) | 3 | . | 99 | 103 | 108 | . | . | . | .
COC(=O)C1CCCN1S(=O)(=O)c1ccc2ccccc2c1 (configuration not stated) | 15 | 7 | 90 | 33* | 100 | 9 | -5 | 11 | -9

Five entries from above, sorted by their value in S1P2 blocker, rising:
molecule | sEH activator | S1P2 blocker | S1P2 agonist | LYP act | sEH inh
CC(OC(=O)c1nsc(Cl)c1Cl)C(=O)NC(C)(C)C (configuration not stated) | 9 | -19 | -2 | -17 | -6
CN/C=C1\C(=O)C(C)(C)Oc2ccc3ccc(=O)oc3c21 | -1 | -9 | -1 | 2 | -3
Cc1cc(N2CCCC2)nc(SCC(=O)c2ccccc2)n1 | 2 | 0 | 1 | -9 | 1
COC(=O)C1CCCN1S(=O)(=O)c1ccc2ccccc2c1 (configuration not stated) | 7 | 9 | -5 | 11 | -9
COc1ccc(C(c2nnnn2CC2CCCO2)N2CCN(c3cccc(C)c3C)CC2)cc1 (configuration not stated) | -1 | 13 | 0 | -5 | 2

More entries:
SMILES | PostGolgi ctrl | sEH activator | Fibroblast inh | H69AR growth 86K | HUVEC prolif 384 | S1P2 blocker | S1P2 agonist | LYP act | sEH inh
COc1ccc(-c2c(NC(=O)C(C)C)n(C)c3ccccc3c2=O)cc1 | 4 | 6 | 95 | 81 | 92 | -28 | 1 | -2 | -10
COC(=O)COc1ccc(S(=O)(=O)NCc2ccco2)cc1Cl | -4 | 13 | 90 | 100 | 82 | -15 | -8 | -5 | -14
CCN(CC)CCNC(=O)c1nn(-c2ccc(C)cc2)c(=O)c2c1c1ccccc1n2C | 10 | . | 54 | 64 | 20* | . | . | . | .
CCOc1cc(-c2nc(-c3ccccc3OC)no2)cc(OCC)c1OCC | 13 | -3 | 84 | 77 | 95 | -17 | -7 | 6 | 7
Cc1ccc(N(CC(=O)NCCSCc2ccco2)S(C)(=O)=O)cc1 | -1 | 13 | 88 | 86 | 80 | -1 | 0 | -1 | -13
CCN(CC)Cc1c(O)c(Cl)cc2c3c(c(=O)oc12)CCCC3 | 9 | 10 | 90 | 88 | 83 | -15 | 5 | 18 | -6
COCCn1c(SCC#N)nnc1-c1ccccc1 | 1 | . | 96 | 91 | 93 | . | . | . | .
COC(=O)CSc1cc(C(=O)c2nccn2C)c2ccccc2n1 | -4 | -16 | 96 | 95 | 91 | 3 | -3 | -3 | 17
CCOC(=O)c1sc(NC(=O)CSc2nncs2)c(C(=O)OCC)c1C | 13 | . | 95 | 95 | 81 | -2 | -5 | 6 | .
Cc1nn(-c2ccccc2)c2c1P(=O)(O)/C(=C1\N(C)c3ccccc3C1(C)C)C=N2 | 4 | 8 | 91 | 101 | 87 | 21 | -8 | 1 | -4
O=C(O)c1ccc(NS(=O)(=O)c2ccc(Cl)c(Cl)c2)cc1O | -5 | . | 96 | 102 | 103 | 9 | -2 | 8 | .
CCCCCC(=O)NNC(=O)c1ccc(-c2ccccc2)cc1 | 8 | 4 | . | . | . | 26 | 0 | -2 | -3
CC1=CC(C)(C)N2C(=O)C3(C(C#N)=C(N)Oc4cc(O)ccc43)c3cccc1c32 (configuration not stated) | 3 | 5 | 108 | 41 | 69 | -15 | -6 | 4 | -5
CC(CNc1ccc([N+](=O)[O-])cc1)NC(=O)c1ccccc1Br (configuration not stated) | 2 | 5 | . | . | . | 10 | -9 | 2 | -5
O=C(O)CCc1ccc(-c2cccs2)n1NC(=O)c1ccc(Cl)cc1Cl | -1 | 1 | 93 | 91 | 86 | -7 | -7 | 2 | -4
O=C(Nc1cccc(C(=O)N2CCCC2)c1)c1ccccc1 | 1 | -14 | 104 | 70 | 96 | 6 | -4 | -1 | 14
Cc1cccc(C(=O)NC(=S)Nc2ccc(S(=O)(=O)N3CCCCC3)cc2)c1 | 3 | 2 | . | . | . | -34 | -4 | -9 | 1
O=C(NCC(=O)N(Cc1ccc(F)cc1)C(C(=O)NC1CCCC1)c1ccco1)c1ccco1 (configuration not stated) | 3 | . | 101 | 60 | 108 | 0 | -1 | 0 | .
CN(Cc1cccs1)C(=O)CSc1nnnn1C | 19 | 12 | 98 | 88 | 77 | 2 | -1 | -12 | -12
Cc1ccc2cc(CN(Cc3ccc4c(c3)OCO4)Cc3nnnn3Cc3ccco3)c(=O)[nH]c2c1C | 30 | 0 | 102 | 46 | 90 | -14 | -4 | -7 | 5
Cc1cccc(C)c1NC(=O)CSc1nnc(-c2ccoc2C)n1CCc1ccccc1 | 10 | -5 | 91 | 93 | 94 | 4 | -10 | -8 | 6
COc1ccccc1OCC(=O)Nc1oc(-c2ccccc2)c(-c2ccccc2)c1C#N | 20 | -8 | 100 | 106 | 81 | -9 | -5 | -5 | 9
CCCC(CCC)C(=O)NNc1cc(=O)c2c(=O)n(C)c(=O)n(C)c2[nH]1 | 1 | 5 | . | . | . | 11 | -6 | 8 | -4
COc1ccc(-c2cn3cccnc3n2)cc1NC(=O)C1CCCC1 | 0 | 4 | . | . | . | -9 | -3 | 16 | -6

Six entries already listed, sorted by length of the SMILES, highest first.
SMILES | PostGolgi ctrl | sEH activator | Fibroblast inh | H69AR growth 86K | HUVEC prolif 384 | S1P2 blocker | S1P2 agonist | LYP act | sEH inh
O=C(NCC(=O)N(Cc1ccc(F)cc1)C(C(=O)NC1CCCC1)c1ccco1)c1ccco1 (configuration not stated) | 3 | . | 101 | 60 | 108 | 0 | -1 | 0 | .
Cc1cccc(C(=O)NC(=S)Nc2ccc(S(=O)(=O)N3CCCCC3)cc2)c1 | 3 | 2 | . | . | . | -34 | -4 | -9 | 1
Cc1cccc(C)c1NC(=O)CSc1nnc(-c2ccoc2C)n1CCc1ccccc1 | 10 | -5 | 91 | 93 | 94 | 4 | -10 | -8 | 6
CC(CNc1ccc([N+](=O)[O-])cc1)NC(=O)c1ccccc1Br (configuration not stated) | 2 | 5 | . | . | . | 10 | -9 | 2 | -5
O=C(Nc1cccc(C(=O)N2CCCC2)c1)c1ccccc1 | 1 | -14 | 104 | 70 | 96 | 6 | -4 | -1 | 14
CN(Cc1cccs1)C(=O)CSc1nnnn1C | 19 | 12 | 98 | 88 | 77 | 2 | -1 | -12 | -12

Following part.
SMILES | PostGolgi ctrl | sEH activator | Fibroblast inh | H69AR growth 86K | HUVEC prolif 384 | S1P2 blocker | S1P2 agonist | LYP act | sEH inh
CCOC(=O)C1=C(C)NC2=C(C(=O)c3ccccc32)C1c1cccnc1 (configuration not stated) | 11 | 4 | 100 | 82 | 91 | -17 | 0 | -6 | -2
Cc1oc(-c2ccccc2Cl)nc1CSCC(=O)NC1CCCC1 | 11 | 8 | 91 | 99 | 105 | -11 | -1 | 0 | -11
COc1cccc(Nc2nnc(SCc3cc([N+](=O)[O-])cc4c3OCOC4)s2)c1 | 6 | -5 | . | . | . | 0 | -2 | -2 | 8
Cc1cc(N2CCCN(C)CC2)nc2cc(Cl)ccc12 | -5 | . | 85 | 72 | 72 | . | . | . | .
Cc1ccn(CCSCC(=O)O)n1 | 8 | -14 | 98 | 98 | 93 | -19 | -4 | 0 | 12
CCOc1cnn(-c2cc(Oc3ccc(C)cc3)ncn2)c(=O)c1Cl | 3 | 1 | . | . | . | 1 | -6 | 1 | 0
CCOC(=O)C1CCN(C(=O)COc2cc(C)c(Br)c(C)c2)CC1 | 3 | 2 | 93 | 35* | 82 | -10 | -2 | 12 | -1
CC(C)c1ccc(NC(=S)NCc2cccs2)cc1 | -1 | -14 | 92 | 92 | 45 | -3 | -6 | 24 | 16
C=CCNCc1cccn1-c1sc2c(c1C#N)CCCC2 | 7 | -1 | 93 | 89 | 94 | -1 | 0 | 2 | 3
O=C1CCCc2c1[nH]c1ccc(Cl)cc21 | . | -8 | 97 | 107 | 19* | 2 | -4 | -5 | 8
O=C(CSc1nnc(-c2ccco2)o1)N1CCOCC1 | 2 | -2 | 110 | 104 | 105 | 21 | -4 | 7 | 2

Screening results (PubChem BioAssay)
